From PubChem
PAX8 reporter – inhibitors of PAX8-driven TPO luciferase reporter, primary screen, RMG-I cells, single concentration | SteadyGlo, 24 h | inhibition, % at 12.6 µM | hit rate 1.2% among 360,000;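 active means mean replicate inhibition at least 60% with every replicate also reaching 60%; inconclusive means only one of the two criteria is met; inactive means mean below 60% and not all replicates reaching 60%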;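 further: luciferase light reporting Pax8 driven TPO promoter activity; plate controls were median of neutral control wells for no effect and mitoxantrone controls for full effect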
ARNT TACC3 PPI – disruptors of ARNT/TACC3 protein interaction, primary screen, biochemical, AlphaScreen, single concentration; inhibition, % at 9.99 µM; AlphaScreen His-ARNT PAS-B/GST-TACC3 binding, luminescence; TACC3 fragment carries E629A point mutation; AID 623870, 2012; Transforming acidic coiled-coil-containing protein 3 (Homo sapiens), Q9Y6A5; hit rate 0.66% among 390,000;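 active means mean inhibition of replicates at least 50% and at least half of replicates each reaching 50%; inconclusive means half or more replicates reach 50% but mean below 50%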;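 further: 0% = complete ARNT plus TACC3 wells and 100% = ARNT alone without TACC3; many hits fall short of the cut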
EWS-Fli inh – EWS/Fli-driven NR0B1 reporter inhibitors, primary screen, A673 cells, NR0B1 luciferase, luminescence, MLPCN library. viability-normalised. inhibition, % at 12.6 µM. hit rate 0.67% among 350,000. AID 651661, 2012;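 active means mean inhibition of at least 50% after viability correction, with every replicate also passing that limit; inconclusive means mean reaches 50% but only one of two replicates passes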;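 further: firefly luciferase signal divided by Alamar Blue viability fluorescence both relative to DMSO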
SIRT5 block – SIRT5 desuccinylase inhibitors, primary screen, biochemical, fluorescence imaging, single point, set 5; NAD-dependent protein deacylase sirtuin-5, mitochondrial (Homo sapiens), Q9NXA8; Purified SirT5, succinyl-peptide AMC, trypsin-coupled fluorescence; inhibition, % at 15 µM; hit rate 1.1% among 330,000; in the data active means inhibition above about 15%; inconclusive means no clear call, values can overlap the other calls
Target sequence (Q9NXA8 whole entry, looked up): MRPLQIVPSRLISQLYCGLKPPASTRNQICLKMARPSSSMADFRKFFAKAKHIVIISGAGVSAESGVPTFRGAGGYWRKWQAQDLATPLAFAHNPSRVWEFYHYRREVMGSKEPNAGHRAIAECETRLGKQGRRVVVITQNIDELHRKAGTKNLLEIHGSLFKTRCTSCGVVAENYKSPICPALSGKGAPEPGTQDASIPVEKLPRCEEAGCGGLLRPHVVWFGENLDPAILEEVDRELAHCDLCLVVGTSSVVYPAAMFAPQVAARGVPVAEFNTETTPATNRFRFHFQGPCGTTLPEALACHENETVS
LGR2 antag – inhibitors of bursicon-induced LGR2 CRE-luciferase signal, primary screen, cell-based, HEK293, CRE-luciferase reporter, bursicon stimulation | Drosophila bursicon receptor LGR2 (rickets) | AID 720647, 2013 | bursicon-stimulated, 4 h | inhibition, % at 9.99 µM | hit rate 0.35% among 380,000;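 active means drop in luminescence signal, shown as inhibition above about 50% in the replicate tests, limit read from the data, passing the limit was not always enough; inconclusive means probably only some replicates passing the limit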;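 further: agonist challenge used bursicon conditioned medium at about half maximal strength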
DENV2 CPE rescue – inhibitors of DENV2 cytopathic effect, primary screen, cell-based, plate reader, single concentration | DENV2-infected cells, cytopathic effect rescue | CPE inhibition, % at 9.99 µM | hit rate 1.7% among 350,000 | AID 651640, 2012; in the data active means CPE inhibition above about 20%, passing the limit was not always enough; inconclusive means no clear call, values can overlap the other calls; tested in BHK-21 cells;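 further: 0% = median of neutral control wells and 100% = median of positive control wells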
Casp6 inh – human caspase-6 inhibitors, primary screen, biochemical, VEID-R110 fluorescence, single point, set 2; hit rate 0.53% among 350,000; P55212; purified caspase-6, Z-VEID-R110 cleavage fluorescence; AID 686996, 2013; inhibition, % at 12.5 µM;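 active means mean inhibition across replicates at least about 35%, with every replicate also reaching that limit, limit read from the data; inconclusive means only one of the two criteria met; inactive means neither criterion met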;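 further: 0% = median of neutral control wells and 100% = no fluorescence left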
Target sequence (P55212 24-179 limits assumed): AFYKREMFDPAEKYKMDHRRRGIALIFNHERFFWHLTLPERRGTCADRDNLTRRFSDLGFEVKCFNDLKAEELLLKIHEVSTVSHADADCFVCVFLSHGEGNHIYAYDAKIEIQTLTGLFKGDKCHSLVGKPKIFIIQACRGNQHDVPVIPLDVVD
Target sequence (P55212 194-293 limits assumed): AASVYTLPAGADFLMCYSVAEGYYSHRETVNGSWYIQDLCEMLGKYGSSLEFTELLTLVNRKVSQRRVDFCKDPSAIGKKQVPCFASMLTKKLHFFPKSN
Starred values were filed as active, the others as inactive; ? = inconclusive; nt = no result given; & = joins results of further samples.

SMILES	PAX8 reporter	ARNT TACC3 PPI	EWS-Fli inh	SIRT5 block	LGR2 antag	DENV2 CPE rescue	Casp6 inh
Nc1scc2c(C(=O)O)nn(-c3ccccc3)c(=O)c12	-16	20	-2	0	-26	5	13
CCC(=O)N[C@H]1C=C[C@H](CC(=O)NCc2ccc(OC)cc2)O[C@H]1CO	3	-18	7	1	-19	-3	-3
Cn1c2ccccc2c(=O)c2ccc(C#CC3(O)CCCCC3)cc21	9	-24	57*	-9	100*	-20	-5
C/C=C/c1cnc2c(c1)C(=O)N([C@H](C)CO)C[C@H](C)[C@@H](CN(C)C(=O)Nc1ccc(OC)cc1)O2	nt	4	-1	7	-1	-4	-3
CC(=O)c1ccc(NC(=O)C(C)Nc2ccc(Cl)cc2)cc1 (stereo not given)	15	-3	-5	-3	-2	nt	-2
Cc1cccc(C(C)(C)C)c1OCCN1CCCC1	30	-2	-5	0	1	?	-20
CCc1nnc(NS(=O)(=O)c2ccc(N)cc2)s1	2	-1	-11	2	-19	-4	nt
CCOc1ccc2oc(C(=O)OCC(=O)NC3CC3)c(C)c2c1	-23	-20	-17	8	-2	0	0
C=C1CCCC2OC(CC3=CC4/C(C)=C/CC(C)CC(/C=C(\C)C(O)C5CC(O)C(O)C(CCC(O)/C=C/C(C)=C/CCC6=NCCC(C3)C64C)O5)OC(=O)CC3OC(C(O)C1)C(O)C3O)CC(O)C2O (stereo not given)	nt	nt	13	-3	nt	-27	5
COCCOc1cc(NC(=O)CS(=O)(=O)CC(=O)N(C)C)c(Cl)cc1Cl	-13	nt	1	-4	4	nt	0
COc1ccc(-c2cccc(C3CC=CC4C3C(=O)N(Cc3ccccc3)C4c3ccc(OC)c(Cl)c3)c2)cc1 (stereo not given)	-19	-4	9	nt	11	nt	nt
COC(=O)C[C@@H]1C[C@H]2c3cc(NS(=O)(=O)c4ccc(F)cc4)ccc3O[C@H]2[C@@H](CO)O1	-4	3	-4	2	12	7	1
Cc1ccn2cc(-c3ccc(NS(=O)(=O)c4ccccc4)cc3)nc2c1	40	5	-72	-1	-5	9	1
Clc1cc(NCc2ccccc2)ncn1	-1	-4	2	nt	18	-4	-3
CSc1ccc(CN2CCCC(N3CCN(c4ccccc4)CC3)C2)cc1 (stereo not given)	1	-3	23	0	-4	?	-3
COc1ccc(S(=O)(=O)Nc2ccc3c(c2)CC(=O)N([C@H](C)CO)C[C@@H](C)[C@H](CN(C)Cc2ccc(-c4ccccc4)cc2)O3)cc1	3	-4	5	8	9	57*	1
O=C(CCCn1nnnc1CN1CCOCC1)N1CCC(c2ccccc2Cl)C1 (stereo not given)	-12	-5	3	0	2	-4	1
CCOc1ccc(/C=C2\SC(=S)N(CC(=O)Nc3ccccn3)C2=O)cc1	3	-5	nt	-4	19	-6	-1
O=S(=O)(c1ccc2ccccc2c1)N1CCN(C(=S)Nc2ccc(F)c(Cl)c2)CC1	-15	1	nt	nt	-1	nt	nt
O=C1CC[C@@]23CCCN2C(=O)CCCC3C1 (stereo not given in full)	-13	-8	-10	-7	-1	2	-2
CC1(C)Cc2c(sc(NC(=O)c3ccccc3)c2C(=O)O)CO1	-41	-3	-20	nt	-44	8	0
Cc1ccc([C@@H]2CC(=O)[C@@H]3CN(S(=O)(=O)c4ccc(C)cc4)[C@H](c4ccccc4F)C[C@@H]3N2S(=O)(=O)c2ccc(C)cc2)cc1	12	nt	-18	6	0	-16	-3
O=C(Nc1cccc(F)c1)Nc1ccc2c(c1)C(=O)OC2	-20	-6	-57	-1	-34	-3	-3
C[C@@H]1CN([C@@H](C)CO)C(=O)c2cc(NC(=O)c3ccncc3)ccc2O[C@@H](C)CCCCO[C@@H]1CN(C)C(=O)Nc1ccc(C(F)(F)F)cc1	nt	nt	-7	3	-6	55*	1
COc1ccc(NC(=O)c2cc3c(=O)n(C)c4ccccc4c3n2C)cc1OC	-30	-4	-6	2	-34	-3	-2
COCC(=O)Nc1c(C(=O)Nc2cccc(OC)c2)oc2ccccc12	nt	16	nt	-3	-23&-24	nt	-1
O=C(CC(=O)Nc1ccc(F)cc1F)Nc1ccc(F)cc1F	1	4	-61	-3	23	0	1
C[C@H]1CN([C@@H](C)CO)C(=O)c2cc(NS(=O)(=O)c3cn(C)cn3)ccc2O[C@H]1CN(C)C(=O)Nc1ccccc1	nt	-9	0	1	16	5	0
CC(=O)[C@H]1CC[C@H]2[C@@H]3CC=C4C[C@@H](OS(=O)(=O)O)CC[C@]4(C)[C@H]3CC[C@]12C	-21	-1	2	4	7	1	4
C[C@@H]1CCCCO[C@@H](CN(C)Cc2ccccc2)[C@@H](C)CN([C@@H](C)CO)C(=O)c2cc(NC(=O)Nc3ccc4c(c3)OCO4)ccc2O1	-4	19	-2	2	13	5	0
COc1ccccc1S(=O)(=O)N[C@H]1CC[C@@H](CCNC(=O)C2CCCCC2)O[C@@H]1CO	-4	5	0	-1	10	-3	2
COc1ccc(NC(=O)Nc2nc(C)cc(C)n2)c(OC)c1	20	12	4	1	-3	-3	3
CC(C)NC(=O)N1CC[C@@H]2[C@H]1c1cc(-c3ccc(F)cc3)ccc1N(C)[C@@H]2CO	-13	10	-1	-2	6	5	-11
C[C@@H]1CN([C@@H](C)CO)C(=O)c2cc(NC(=O)Nc3cccc4ccccc34)ccc2O[C@H]1CN(C)C(=O)NC1CCCCC1	22	-6	7	-2	-19	-7	1
CC(=O)NC(CCCNC(=S)NC1CCCCC1)C(=O)O (stereo not given)	1	-7	-1	-3	0	5	1
Cc1noc(C)c1NC(=O)N(C)C[C@@H]1Oc2ccc(NC(=O)Nc3ccc(F)cc3)cc2CC(=O)N([C@@H](C)CO)C[C@@H]1C	-16	-5	-5	-3	13	-10	3
COC(=O)COc1cccc2c(=O)n(CC(=O)NCc3ccccc3)ccc12	32	4	9	-4	-1	-1	0
CC(=O)N[C@H]1CC[C@H](CCNC(=O)C2CCCC2)O[C@H]1CO	-4	-8	-2	-2	4	-2	0
CC1(C(=O)NS(=O)(=O)c2ccc3c(c2)CCO3)CCN1C(=O)C1(c2ccc(Cl)cc2)CC1 (stereo not given)	-7	nt	2	-2	6	-1	0
Cc1cccc(NS(=O)(=O)c2ccc(C)c(C(=O)N(C)C3CCN(C)CC3)c2)c1	-2	-5	-4	-2	-8	1	-9
CC(=O)N(C)C[C@H]1Oc2cc(-c3ccccc3F)ccc2S(=O)(=O)N([C@H](C)CO)C[C@@H]1C	nt	1	-6	-5	14	0	0
COC(=O)[C@]12C[C@H](CC(=O)NCc3cccc4ccccc34)C(=O)N(Cc3ccc4c(c3)OCO4)C1=C[C@H](COCc1ccccc1)O[C@@H]2C	37	nt	4	nt	-13	2	-16
CCOC(=O)C(C)Sc1nc(=O)n2cc(C)ccc2n1 (stereo not given)	-1	0	-7	4	-7	-7	0
CCC1=C(OC(=O)N(CC)CC)N2C(=O)OC(=NCC3CC3)[C@]2(C)[C@H]2C1=CC[C@H]1C(=O)N(CC(=O)OC)C(=O)[C@H]12	-25	-3	8	-4	2	5	1
CCOc1ccc(CNC(=O)Nc2ccccc2)cc1	-42	-3	-75	1	-40	-8	0
C[C@H](CO)N1C[C@H](C)[C@H](CN(C)C(=O)CN(C)C)Oc2ncc(-c3ccc(C#N)cc3)cc2C1=O	nt	-5	-2	-1	-8	3	-3
C[C@H]1CN([C@@H](C)CO)C(=O)c2cccc(NC(=O)C3CC3)c2O[C@@H]1CN(C)Cc1ccc(-c2ccccc2)cc1	nt	-3	3	8	2	6	-1
CCOc1ccc(C(=O)COC(=O)c2ccc(-n3cnnn3)cc2)cc1	-22	-6	-11	0	-26	0	-3
O=C(c1ccc(F)cc1)N1CC(=O)N2[C@@H](CO)[C@H](c3ccc(/C=C/c4ccccc4)cc3)[C@@H]2C1	2	nt	2	3	25	2	1
CCn1c2ccccc2c2nnc(SCN3C(=O)c4ccccc4C3=O)nc21	-12	-4	1	-2	-15	1	1
O=C(c1ccccc1)c1n[nH]c(-c2ccccc2)cc1=O	-3	-5	1	-2	-5	-6	1
Cc1ccc(C(=O)Cn2nnc(-c3ccccc3)n2)cc1	-34	0	5	-3	-27	-8	0
CC(=O)NC(c1ccccc1)c1nc(-c2cccnc2)cs1 (stereo not given)	-40	nt	-7	nt	22	5	-2
COc1ccccc1Nc1nc(-c2sc(N)nc2C)cs1	12	22	1	1	-4	-1	12
C[C@@H]1CN([C@@H](C)CO)S(=O)(=O)c2ccc(C#CC3CC3)cc2O[C@@H]1CN(C)Cc1ccncc1	nt	33	1	1	0	6	1
COc1ccc(S(=O)(=O)Nc2ccc3c(c2)C(=O)N([C@H](C)CO)C[C@@H](C)[C@H](CN(C)CC2CCCCC2)OCCCC[C@@H](C)O3)cc1	19	1	5	nt	12	?	nt
COc1ccc(Cl)cc1NC(=O)c1[nH]nc(OC)c1[N+](=O)[O-]	25	3	10	-2	3	nt	2
CCCC(=Nc1ccccc1OC)C1=C(O)CC(c2ccccc2)CC1=O (stereo not given)	-7	5	17	-8	13	-5	2
Cc1cccc(CC(=O)Nc2ccc(C(=O)N3CCCCC3)cc2)c1	-25	-11	-10	-2	-1	3	-1
Cc1ccc(-c2ccc3c(c2)O[C@@H](CN(C)S(C)(=O)=O)[C@@H](C)CN([C@@H](C)CO)S3(=O)=O)cc1	nt	-4	2	0	16	8	-3

2 entries from above, with two lines to a compound.
The line under a structure holds: PAX8 reporter	ARNT TACC3 PPI	EWS-Fli inh	SIRT5 block	LGR2 antag	DENV2 CPE rescue	Casp6 inh
O=S(=O)(c1ccc2ccccc2c1)N1CCN(C(=S)Nc2ccc(F)c(Cl)c2)CC1
    -15	1	nt	nt	-1	nt	nt
O=C1CC[C@@]23CCCN2C(=O)CCCC3C1 (stereo not given in full)
    -13	-8	-10	-7	-1	2	-2

Next section
SMILES	PAX8 reporter	ARNT TACC3 PPI	EWS-Fli inh	SIRT5 block	LGR2 antag	DENV2 CPE rescue	Casp6 inh
O=C(CSc1ncccn1)NC1CCCc2ccccc21 (stereo not given)	-11	8	8	-5	5	-1	-1
COC(C[C@H]1O[C@@H]1C(=O)[C@H](C)OCc1ccccc1)OC	-13	2	-4	nt	4	-17	1
CC(=O)N1[C@@H]2c3ccc(C4=CCCC4)c(=O)n3C[C@@H]2[C@@H](CO)[C@@H]1C(=O)NC1CCC1	nt	nt	1	-3	4	0	2
O=C(C[C@@H]1CC[C@@H](NC(=O)Nc2cc(F)ccc2F)[C@@H](CO)O1)Nc1ccc(-c2ccccc2)cc1	-3	26	15	3	-3	-2	1
COc1cccc(C(O)c2nc(-c3cncnc3)cs2)c1 (stereo not given)	-12	nt	0	-8	3	?	2
COCC1CCCCC1OS(N)(=O)=O (stereo not given)	-11	-7	-6	nt	14	5	nt
CCCCN(C(=O)COC(=O)c1ccc(C=O)cc1)c1c(N)n(CCC)c(=O)[nH]c1=O	-1	-4	-3	-1	-1	?	7
Cn1c(O)c(N=NC(=O)Cn2ccc(C(F)(F)F)n2)c2ccccc21	-5	-4	-8	0	nt	-1	1
C[C@H](O)C#Cc1ccc2c(c1)O[C@H](CN(C)Cc1cccnc1)[C@@H](C)CN([C@H](C)CO)S2(=O)=O	nt	-4	4	0	-8	4	-1
COc1ccc(CCNC(=O)Cc2cccc(C(F)(F)F)c2)cc1OC	6	2	-2	-14	7	5	9
O=C(CN1C(=O)NC2(CCCCC2)C1=O)Nc1nc2c(F)cc(F)cc2s1	12	-3	3	-2	-12	-5	5
CSc1nc(C)nc2c1c(=O)n(C)c(=O)n2C	-4	-3	4	0	12	-4	-2
CCCNC(=O)N1CC(=O)N2[C@H](CO)[C@H](c3ccc(C#Cc4cccc(F)c4)cc3)[C@H]2C1	-11	nt	-7	-2	16	5	-1
N#C[C@@H]1[C@H](c2ccc(-c3ccccc3F)cc2)[C@H](CO)N1C(=O)C1CC1	-6	-2	1	-1	3	87*	-5
COCCNc1nc(-c2cc(C)c(C)cc2C)cs1	-58	1	-27	-4	-47	-5	-3
